Assay outcomes: PubChem BioAssay, several laboratories
hERG protect: hERG (human) protection from proarrhythmic block; activation (rescue from dofetilide block), less the hit threshold, % at 10 µM; 0.51% of 310,000 active; AID 1511; CHO-hERG, FluxOR thallium flux, dofetilide IC70 present;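 active = activation above the mean of controls blocked by dofetilide plus 5 SD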;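 also: thallium influx through hERG after potassium depolarization seen as dye fluorescence rise; in these data hits start at about 4.7%; inactives centre near -7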
Target sequence (Q12809 whole entry, looked up): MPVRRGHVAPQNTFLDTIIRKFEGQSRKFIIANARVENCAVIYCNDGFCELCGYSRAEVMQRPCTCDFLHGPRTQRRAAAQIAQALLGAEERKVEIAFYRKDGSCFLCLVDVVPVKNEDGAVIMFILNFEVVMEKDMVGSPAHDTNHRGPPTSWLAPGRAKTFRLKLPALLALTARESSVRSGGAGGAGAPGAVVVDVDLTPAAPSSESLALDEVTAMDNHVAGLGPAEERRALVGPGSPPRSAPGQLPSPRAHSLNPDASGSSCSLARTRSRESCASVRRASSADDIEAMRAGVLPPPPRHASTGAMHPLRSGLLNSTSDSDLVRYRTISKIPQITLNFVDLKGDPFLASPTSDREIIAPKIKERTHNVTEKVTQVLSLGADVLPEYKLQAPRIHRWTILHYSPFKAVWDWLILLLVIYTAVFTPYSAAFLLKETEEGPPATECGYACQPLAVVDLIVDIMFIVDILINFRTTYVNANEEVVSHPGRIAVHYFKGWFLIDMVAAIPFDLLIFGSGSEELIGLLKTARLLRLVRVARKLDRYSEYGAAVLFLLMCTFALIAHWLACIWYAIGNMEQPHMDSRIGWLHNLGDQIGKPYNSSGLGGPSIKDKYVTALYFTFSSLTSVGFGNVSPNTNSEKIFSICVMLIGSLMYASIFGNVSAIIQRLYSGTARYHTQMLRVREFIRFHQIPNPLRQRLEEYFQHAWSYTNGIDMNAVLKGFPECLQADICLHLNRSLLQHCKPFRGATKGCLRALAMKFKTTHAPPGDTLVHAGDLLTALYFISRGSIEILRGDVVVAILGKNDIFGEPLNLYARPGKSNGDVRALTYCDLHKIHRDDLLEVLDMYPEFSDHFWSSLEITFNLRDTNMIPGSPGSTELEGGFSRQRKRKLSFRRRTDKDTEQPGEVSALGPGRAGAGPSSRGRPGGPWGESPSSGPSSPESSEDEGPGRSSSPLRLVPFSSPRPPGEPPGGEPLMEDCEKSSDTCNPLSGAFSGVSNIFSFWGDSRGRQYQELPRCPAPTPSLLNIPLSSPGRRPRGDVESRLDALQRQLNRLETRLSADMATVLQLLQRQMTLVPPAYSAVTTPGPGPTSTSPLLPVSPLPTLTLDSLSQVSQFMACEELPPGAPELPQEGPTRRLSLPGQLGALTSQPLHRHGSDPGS
Platelet DG rel: modulates dense granule release in human platelets. human platelet-rich plasma, SFLLRN dense granule ATP release, luminescence. AID 1663. 0.22% of 300,000 active. inhibition, %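 (compounds screened at 7.5 µM in platelet-rich plasma)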;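 active = mean replicate score, as percent of positive control, at or above 50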
TRPC4 inh: TRPC4 (mouse) channel inhibition | 0.39% of 300,000 active | AID 2247 | B-score at 10 µM | Q9QUQ5 | HEK293 TRPC4beta/mu-opioid, DAMGO-evoked Fluo4 calcium flux; stronger effect = lower value;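 active = B-score over 3 SD under the library average, no early fluorescence shift, positive overall ratio signal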
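Assay system: TRPC4beta/mu-opioid receptor HEK293 cell line; compound dosing: single concentration per test compound; detection: Fluo4 Ca2+ flux fluorescence; evaluation: per-well B score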
TRPC4 act: activators of mouse TRPC4 channel; AID 2237; Q9QUQ5; B-score at 10 µM; 0.49% of 310,000 active; HEK293 TRPC4beta/mu-opioid, Fluo4 calcium fluorescence; stronger effect = higher value;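 active = B-score above 5 SD of library B-scores, and initial fluorescence ratio not above library mean plus 5 SD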;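 also: positive B-score marks a calcium rise read as TRPC4 activation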
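Material: TRPC4beta and mu-opioid receptor HEK293 stable cells | Incubation: 45 min room-temperature Fluo4 loading, 110 s read | Detection: Kinetic Fluo4 calcium fluorescence | Measure: Integrated baseline-normalised fluorescence ratio, converted to per-well B score | Benchmarks: Low control buffer alone, high control maximal DAMGO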
Dyrk1A ADPGlo: inhibitors of rat Dyrk1A kinase | Q63470 | AID 504441 | ADP-Glo luminescence, NFATc1 peptide | inhibition, % at 12.5 µM | 0.43% of 310,000 active; in the data active = inhibition above about 50%;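 also: plate controls were vehicle with enzyme for no effect and no enzyme for full effect; many of its hits are not listed in these tables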
PolyA inhibitor: yeast polyadenylation inhibition. S. cerevisiae SKY197-pL101 polyadenylation reporter, beta-gal luminescence; efflux-impaired pdr1/pdr3 knockout yeast; score 100 = 6 SD above DMSO. calls only at 12 µM. 0.02% of 300,000 active. AID 1875;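 active = lowest replicate activity score at least 50, where 100 means six control SD above control mean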;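 also: yeast exposed to compound for 9 h at 30 °C; higher score means more reporter readthrough which indicates perturbed polyadenylation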
KCNQ1 block: human KCNQ1 channel inhibition; P51787; AID 2642; CHO-K1 KCNQ1, FluxOR thallium flux fluorescence; stronger effect = higher value; B-score at 10 µM; 1.3% of 310,000 active;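 active = compounds whose thallium flux B-score, printed positive for inhibition, exceeds three library SD while starting fluorescence stays within three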;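 also: channel opened by potassium depolarization with thallium stimulus after 20 min compound exposure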
TRPC4 potent: TRPC4 (mouse) allosteric potentiation; Q9QUQ5; HEK293 TRPC4beta/mu-opioid, DAMGO EC20, Fluo-4 Ca2+ flux; stronger effect = higher value; B-score at 10 µM; 0.42% of 310,000 active;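 active = B-score of calcium response area above 5 SD of library B-scores, with initial fluorescence ratio within 5 SD of library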;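 also: B-score of integrated fluorescence ratio over time as area under calcium response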
KCNQ1 pot: potentiators or activators of human KCNQ1 potassium channel | P51787 | AID 2648 | CHO-K1 KCNQ1, thallium flux FluxOR fluorescence; stronger effect = higher value | B-score at 10 µM | 0.35% of 310,000 active;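 active = fluorescence ratio B-score, a plate-corrected score, at least three library SD, with initial intensity B-score within 5 SD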
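Schedule – 37 °C overnight plating, 90-min dark dye load, 20-min compound pretreatment · System – stable KCNQ1 CHO-K1 line · Probe or stimulus – thallium- and potassium-containing depolarizing buffer · Measured by – kinetic FluxOR fluorescence, 10 s baseline plus 110 s post-stimulus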
KCNK9 inh: inhibitors of human KCNK9 two-pore domain potassium channel; 1.2% of 310,000 active; Q9NPC2; B-score at 10 µM; HEK293 KCNK9, FluxOR thallium flux fluorescence; stronger effect = lower value;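 active = ratio B-score over 3 SD below the library mean, with starting fluorescence within 5 SD of its mean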;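 also: negative B-score means less thallium flux so channel inhibition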
KCNK3 block: human KCNK3 channel inhibition, primary screen; B-score at 10 µM; O14649; CHO-KCNK3 thallium flux, FluxOR fluorescence; stronger effect = lower value; 0.84% of 340,000 active;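 active = B-score under library mean minus 4 SD, starting fluorescence ratio at most library mean plus 5 SD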;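 also: more negative B-score means stronger inhibition of thallium flux through KCNK3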
Starred values were filed as active, the others as inactive; i = inactive; · = no result given.

Order of results: KCNQ1 pot	KCNK3 block	Platelet DG rel	hERG protect	Dyrk1A ADPGlo	PolyA inhibitor	KCNQ1 block	TRPC4 act	TRPC4 potent	KCNK9 inh	TRPC4 inh
#1 O=C1/C(=C/c2cccs2)SC(=S)N1c1cccc(O)c1
 : i	i	1	-8	2	i	i	i	i	i	i
#2 O=[N+]([O-])c1cc2c(cc1Br)CCN2
 : i	i	-5	-9	0	i	i	i	i	i	i
#3 Cc1nc(N2CCN(Cc3ccccc3)CC2)c(C#N)c2c1COC(C)(C)C2
 : i	i	-6	-12	2	i	i	i	i	i	i
#4 Cn1c(=O)c2c(nc(N/N=C/c3ccc(OC(=O)c4ccco4)cc3)n2Cc2ccc(F)cc2)n(C)c1=O
 : i	i	5	-12	12	i	i	i	i	i	i
#5 c1nc2ccc(Cc3ccc4nc[nH]c4c3)cc2[nH]1
 : i	i	-2	-8	1	i	i	i	i	i	i
#6 CCCCn1c(N)c(N(CCOC)C(=O)c2c(C)noc2C)c(=O)[nH]c1=O
 : i	i	-11	-2	-3	i	i	i	i	i	i
#7 CC(C)OC(=O)c1cc(C(=O)c2cc(Br)ccc2O)coc1=N
 : i	i	-1	-14	-2	i	i	i	i	i	i
#8 Cc1ccccc1C(=O)Nc1ccccc1C(=O)NCc1ccccc1
 : i	i	2	-30	-4	i	i	i	i	i	i
#9 Cc1ccccc1NC(=O)NNC(=O)COc1ccc2ccccc2c1
 : i	i	-10	-3	-5	i	i	i	i	i	i
#10 Nc1nnn(CC(=O)N/N=C/c2cn[nH]c2-c2ccccc2)n1
 : i	i	6	-2	13	i	i	i	i	i	i
#11 CC1=C(C(=O)Nc2cccc(C(=O)N3CCC(C(N)=O)CC3)c2)SCCO1
 : i	i	-3	-5	-5	i	i	i	i	i	i
#12 CC(C(=O)N(C)C)N1c2cccc3cccc(c23)S1(=O)=O (stereo not given)
 : i	i	6	0	0	i	i	i	i	i	i
#13 Cc1ccc(S(=O)(=O)c2ccc(NC(=O)c3c(F)cccc3F)cc2)cc1
 : i	i	2	-7	-5	i	i	i	i	i	i
#14 O=C(N/N=C/c1cccc([N+](=O)[O-])c1)c1ccccc1-n1cccc1
 : i	i	3	-4	-2	i	i	i	i	i	i
#15 Cn1nc(CC(=O)NCCN2C(=O)CSC2=O)c2ccccc2c1=O
 : i	i	2	-8	3	i	i	i	i	i	i
#16 COc1cc(NC(=S)Nc2ccc(OC(F)F)cc2)cc(OC)c1
 : i	i	4	-13	-9	i	i	i	i	i	i
#17 Cc1c(Cl)cccc1N1CC(C)(C)C1=O
 : i	i	-4	-9	-2	i	i	i	i	i	i
#18 Cc1ccc(S(=O)(=O)N2CCOCC2)cc1C(=O)NC(=S)N(Cc1ccccc1)C(C)C
 : i	i	-2	-7	-2	i	i	i	i	i	i
#19 CCN1C(=O)[C@H]2[C@@H](c3ccc(-c4ccccc4)cc3)N[C@@](Cc3ccccc3)(C(=O)OC)[C@H]2C1=O
 : i	i	-2	-12	6	i	i	i	i	i	i
#20 COc1ccc(S(=O)(=O)N2CCCCCC2)cc1NC(=O)Cc1cc(OC)c(OC)c(OC)c1
 : i	i	-16	-9	-2	i	i	i	i	i	i
#21 CCN(CC)S(=O)(=O)c1ccc2oc(C(=O)NC(C)C)c(C)c2c1
 : i	i	-9	-14	-9	i	i	i	i	i	i
#22 CCC(=O)N1CCc2cc(S(=O)(=O)CCC(=O)Nc3ccc(CC)cc3)ccc21
 : i	i	-5	-6	-4	i	i	i	i	i	i
#23 CN1C(=O)[C@H]2[C@@H](c3ccc(F)cc3)N3C(=O)c4ccccc4NC(=O)[C@@]3(C)[C@H]2C1=O
 : i	i	1	-2	7	i	i	i	i	i	i
#24 CCCCn1c(N)c(N(CCOC)C(=O)c2cccc(N3C(=O)c4ccccc4C3=O)c2)c(=O)[nH]c1=O
 : i	i	-2	-13	-14	i	i	i	i	i	i
#25 COc1ccccc1NC(=O)CSc1nc(=O)n(CCN(C)C)c2c1CCCC2
 : i	i	28	-7	·	i	i	i	i	i	i
#26 COCCCNC(=O)c1cc(-c2cccnc2)nc2ccc(S(=O)(=O)N3CCCCCC3)cc12
 : i	i	-4	-6	-1	i	i	i	i	i	i
#27 O=Nc1c(O)n(Cc2cccc(Cl)c2)c2ccccc12
 : i	i	-1	-18	12	i	i	i	i	i	i
#28 Cc1ccccc1C(=O)Nc1ccc(C(=O)NNC(=O)CCCOc2ccc(Cl)cc2Cl)cc1
 : i	i	-3	-5	4	i	i	i	i	i	i
#29 CC(C)C(O)(C#CCN1CCCCC1)C(C)C
 : i	i	6	-4	-6	i	i	i	i	i	i
#30 O=C(COc1cccc2c1CCN(Cc1ccc(Br)cc1)C2=O)NCc1ccco1
 : i	i	-15	-14	0	i	i	i	i	i	i
#31 Cc1ccc2oc(=O)c3cnn(CC(=O)NCCN(C)C)c3c2c1
 : i	i	-51	-6	-1	i	i	i	i	i	i
#32 CN(C)/C=N/C(=S)Nc1ccc(Cl)c(Cl)c1
 : i	i	-2	-4	0	i	i	i	i	i	i
#33 O=S1(=O)CCC(NS(=O)(=O)/C=C/c2ccccc2)C1 (stereo not given)
 : i	i	0	-12	-13	i	i	i	i	i	i
#34 CCn1nnnc1SCC(=O)Nc1ccc(F)cc1
 : i	i	1	-6	-2	i	i	i	i	i	i
#35 Cc1oc(C(=O)O)cc1COc1cccc2cccnc12
 : i	i	-7	-6	-1	i	i	i	i	i	i
#36 Cc1nc(N2CCOCC2)nc(N2CCN(c3ccccc3)CC2)c1[N+](=O)[O-]
 : i	i	-28	-12	2	i	i	i	i	i	i
#37 Cc1ccc(-n2c(SCC(=O)Nc3cccc(C)c3)nc3c(oc4ccccc43)c2=O)cc1
 : i	·	22	-13	·	i	i	i	i	i	i
#38 Cc1ccccc1NC(=O)Cn1cc(C(=O)C2CC2)c2ccccc21
 : i	i	-4	-5	-4	i	i	i	i	i	i
#39 Cc1nc(/N=C\N(C)C)sc1C(=O)Nc1ccccc1
 : i	i	-1	-10	0	i	i	i	i	i	i
#40 NS(=O)(=O)c1ccc(NNC(=O)c2ccccc2C(=O)O)cc1
 : i	i	10	-7	3	i	i	i	i	i	i
#41 Cc1ccc(-c2cc(C(=O)N/N=C/c3c(C)nn(-c4ccccc4)c3C)[nH]n2)cc1
 : i	i	12	-7	2	i	13*	i	i	i	i
#42 O=[N+]([O-])c1cccc(NC(=S)N2CCc3ccccc3C2)c1
 : i	i	3	-6	-2	i	i	i	i	i	i
#43 COc1cccc(CC2(CO)CCCN(C/C=C/c3ccccc3OC)C2)c1 (stereo not given)
 : i	i	4	-18	3	i	i	i	i	i	i
#44 O=C(Nc1ccc(F)c([N+](=O)[O-])c1)C1CC(=O)N(Cc2ccccc2)C1 (stereo not given)
 : i	i	-14	-8	1	i	i	i	i	i	i
#45 COc1ccccc1N1CCN(C(=O)c2cc(-c3ccco3)on2)CC1
 : i	i	9	-13	-1	i	i	i	i	i	i
#46 CC1=C(C)CC(C(=O)NC2CCCC2)C(C(=O)O)C1 (stereo not given)
 : i	i	-4	-2	0	i	i	i	i	i	i
#47 O=Cc1ccc(-c2nc3ccccc3s2)o1
 : i	i	6	-8	-6	i	i	i	i	i	i
#48 CC(C)c1ccc2c(c1)C(c1ccc(N3CCOCC3)cc1)=NNC(c1cccs1)=N2
 : i	i	-5	-14	-2	i	i	i	i	i	i
#49 COc1ccc(CN2CCN(C(=O)c3cccnc3)CC2)cc1Br
 : i	i	-7	-4	5	·	i	i	i	i	i
#50 CCN(CC)S(=O)(=O)N1CCC(C(=O)NCCC2=CCCCC2)CC1
 : i	i	0	-21	2	i	i	i	i	i	i
#51 O=C(Oc1cccnc1)c1cc(S(=O)(=O)N2CCCCC2)ccc1Cl
 : i	i	0	-9	6	i	i	i	i	i	i
#52 Nc1ncnc(Nc2ccccn2)c1[N+](=O)[O-]
 : i	i	-2	-2	20	i	i	i	i	i	·
#53 CSc1ncccc1-c1nc2ccccc2[nH]1
 : i	i	-6	-1	-4	i	i	i	i	i	i
#54 COC(=O)[C@H](CCSC)NC(=O)NC1CC1
 : i	i	-2	-6	-2	i	i	i	i	i	i
#55 Cc1cccc2cc(CN(Cc3cccs3)C(=S)NCC3CCCO3)c(=O)[nH]c12 (stereo not given)
 : i	i	6	-5	2	i	i	i	i	i	i
#56 CN(C)S(=O)(=O)N1CCC(Oc2ccc(C(=O)N3CCCCCCC3)cc2)CC1
 : i	i	18	-9	-6	i	i	i	i	i	i
#57 Cc1cc(NC(=O)CN2CCCC(C)C2)no1 (stereo not given)
 : i	i	-6	-8	-6	i	i	i	i	i	i
#58 Cc1ccc(C(C(=O)NC2CCCCC2)N(CCC(C)C)C(=O)CNC(=O)c2ccco2)o1 (stereo not given)
 : i	i	-1	-6	-2	i	i	i	i	i	i
#59 COCC(=O)n1nc(-c2ccc(Cl)cc2)nc1NCc1ccc(F)cc1
 : i	i	1	-5	-5	i	i	i	i	i	i
#60 CCN1C(=O)/C(=C/N2CC(C)CC(C)C2)SC1=S (stereo not given)
 : i	i	11	-7	1	i	i	i	i	i	i

(more compounds)
Order of results: KCNQ1 pot	KCNK3 block	Platelet DG rel	hERG protect	Dyrk1A ADPGlo	PolyA inhibitor	KCNQ1 block	TRPC4 act	TRPC4 potent	KCNK9 inh	TRPC4 inh
#61 COC(=O)c1ccc(CNC(=O)COC(=O)CCN2C(=O)C3CC=CCC3C2=O)cc1 (stereo not given)
 : i	i	-3	-11	2	i	i	i	i	i	i
#62 CC(=O)c1cccc(CN2CCCC(C(=O)Nc3cccc(-n4cccn4)c3)C2)c1 (stereo not given)
 : i	i	9	-14	2	i	i	i	i	i	i
#63 Brc1ccc(CNc2ccc3ncccc3c2)cc1
 : i	i	-1	-4	8	i	i	i	i	i	i
#64 COc1ccc(S(=O)(=O)N2CCOCC2)cc1C(=O)Nc1ccon1
 : i	i	2	-5	2	i	i	i	i	i	i

This is a subset; the hit share may differ from the screen's.
